# Assay outcomes (PubChem BioAssay)
# CXCR6 inh: inhibitors of human CXCR6 receptor | O00574 | CHO-K1 PathHunter CXCR6 beta-arrestin, luminescence | inhibition, % at 20 µM | 360,000 tested, 0.36% active; in the data active means inhibition above about 34%, passing the limit was not always enough;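 further: antagonist mode with CXCL16 agonist at 10 nM final; 0% = 10 nM CXCL16 with DMSO and 100% = unstimulated wells without agonist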
# Target sequence (O00574 whole entry, looked up): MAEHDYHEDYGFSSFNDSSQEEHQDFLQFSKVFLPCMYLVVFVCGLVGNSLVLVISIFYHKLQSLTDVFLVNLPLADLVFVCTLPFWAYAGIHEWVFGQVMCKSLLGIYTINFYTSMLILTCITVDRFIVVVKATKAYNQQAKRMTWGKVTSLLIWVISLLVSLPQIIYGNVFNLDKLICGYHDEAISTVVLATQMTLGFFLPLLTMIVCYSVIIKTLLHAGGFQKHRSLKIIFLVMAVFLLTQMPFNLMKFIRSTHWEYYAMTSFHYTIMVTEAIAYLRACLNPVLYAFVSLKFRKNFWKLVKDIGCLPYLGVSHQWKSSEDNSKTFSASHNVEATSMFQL
# CCR6 antag: CCR6 (human) receptor antagonism. CHO-K1 CCR6 PathHunter beta-arrestin, luminescence, CCL20-stimulated. inhibition, % at 20 µM. 340,000 tested, 0.49% active. AID 493098. P51684;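 active means compounds whose inhibition of the agonist-driven luminescence signal at 20 µM reaches about 50%, limit read from the data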;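 further: cells stimulated with CCL20 at 14 nM final; plate controls were DMSO with CCL20 for no effect and DMSO without agonist for full effect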
# Target sequence (P51684 whole entry, looked up): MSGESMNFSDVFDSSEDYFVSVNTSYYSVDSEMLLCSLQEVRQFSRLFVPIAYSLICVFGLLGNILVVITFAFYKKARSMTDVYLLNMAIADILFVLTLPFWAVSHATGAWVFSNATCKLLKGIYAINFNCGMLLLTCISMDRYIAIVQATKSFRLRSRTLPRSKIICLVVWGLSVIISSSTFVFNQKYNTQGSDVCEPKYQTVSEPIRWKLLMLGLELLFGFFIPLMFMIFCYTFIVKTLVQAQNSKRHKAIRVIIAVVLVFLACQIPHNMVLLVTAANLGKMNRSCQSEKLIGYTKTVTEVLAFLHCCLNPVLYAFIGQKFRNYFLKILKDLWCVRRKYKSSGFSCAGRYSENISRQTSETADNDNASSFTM
# APJ antag: APJ receptor antagonism; P35414; CHO-K1 APJ beta-arrestin complementation, luminescence; inhibition, % at 20 µM; 330,000 tested, 0.32% active;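 active means inhibition above about 40% at 20 µM, limit read from the data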;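 further: cells challenged with 10 nM apelin-13 agonist together with compound; plate controls were apelin-13 plus DMSO wells for no effect and DMSO wells lacking apelin-13 for full effect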
# Gli-Sufu block: Gli-Sufu pathway antagonism; Sufu-KO-LIGHT fibroblasts, Gli luciferase reporter luminescence; inhibition, % at 5 µM; 340,000 tested, 0.74% active; AID 588413;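 active means inhibition above about 55%, limit read from the data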;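 further: 0% = DMSO-treated cells and 100% = wells with medium but no cells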
# APJ ag: agonists of human APJ apelin receptor; P35414; activation, % at 20 µM; 330,000 tested, 0.11% active; CHO-K1 APJ PathHunter beta-arrestin, luminescence; 0% DMSO wells, 100% apelin;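 active means activation more than six SD over the plate average, tested at 20 µM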;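 further: 0% = DMSO alone and 100% = apelin-13 at 10 nM; some results filed as inactive read as strong as hits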
#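 Test system – PathHunter CHO-K1 APJ (AGTRL-1) beta-arrestin reporter cells · Input – 1000 cells/well · Compound – single test compound dose, 20 µM final, 1% DMSO · Times – compound stimulation 90 min at 25 °C, detection 60 min · Technique – beta-gal luminescence · Read-out basis – APJ–arrestin association signal · Control set – negative DMSO alone, positive Apelin-13 at 10 nM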
# EBI2 block: EBI2 (human) antagonism | 360,000 tested, 0.81% active | AID 651636 | EBI2 beta-arrestin recruitment, luminescence, 7a,25-OHC stimulated | P32249 | inhibition, % at 5 µM; in the data active means inhibition above about 38%;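 further: enzyme fragment complementation signal reports receptor beta-arrestin coupling in cells; 0% = agonist plus DMSO wells and 100% = wells without agonist; some results beyond the cut were filed as inactive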
# Target sequence (P32249 whole entry, looked up, the tested form may be a part): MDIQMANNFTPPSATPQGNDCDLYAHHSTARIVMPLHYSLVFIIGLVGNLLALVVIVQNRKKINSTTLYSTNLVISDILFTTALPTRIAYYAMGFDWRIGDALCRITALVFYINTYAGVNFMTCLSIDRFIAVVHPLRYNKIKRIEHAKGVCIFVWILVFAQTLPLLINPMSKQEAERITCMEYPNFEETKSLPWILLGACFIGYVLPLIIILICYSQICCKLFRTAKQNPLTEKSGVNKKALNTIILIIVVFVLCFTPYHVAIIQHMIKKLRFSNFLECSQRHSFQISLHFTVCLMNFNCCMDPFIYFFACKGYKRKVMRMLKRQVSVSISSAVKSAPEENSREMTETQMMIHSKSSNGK
# ATG4B inhibitor: inhibitors of human ATG4B cysteine protease; Q9Y4P1; ATG4B cleavage of LC3-PLA2, NBD-HPC fluorescence, 1 h; inhibition, % at 8.33 µM; 340,000 tested, 0.51% active; AID 504462; in the data active means inhibition above about 40%
# UBC13 polyUb: inhibitors of human UBC13 polyubiquitin chain formation. P61088. TR-FRET. inhibition, % at 20 µM. 330,000 tested, 0.47% active. AID 485273; in the data active means inhibition above about 45%, passing the limit was not always enough
# An asterisk follows results filed as active; · = no result given.
# Value order – Gli-Sufu block	APJ antag	ATG4B inhibitor	EBI2 block	CCR6 antag	UBC13 polyUb	CXCR6 inh	APJ ag
> CC1CCCC(C)N1CC(O)COCc1ccccc1F (configuration not stated)
    0.2	12.4	-1.1	3.2	-11.1	5.5	10.6	-1.3
> Cc1cc(-c2ccccc2)n[nH]1
    -2.6	-1.1	-2.5	-7.5	0.4	-0.9	-6.0	-1.8
> Cc1ccc(CN2CC(C(=O)N3CCN(S(=O)(=O)c4c(F)cccc4F)CC3)CC2=O)cc1 (configuration not stated)
    -22.8	6.5	-0.4	-7.7	7.0	2.9	8.0	-1.2
> CC1(C)CC(=O)C=C(Nc2ccc(Br)cn2)C1
    0.3	12.9	2.9	-11.3	7.2	0.8	-4.9	2.0
> CCSc1nnc([C@@H](NC(=O)OC(C)(C)C)C(C)C)o1
    8.8	-5.0	6.4	2.1	11.4	4.6	8.6	3.4
> CCN(c1ccccc1)S(=O)(=O)c1cc(NC(=O)C2CC2)ccc1Cl
    -2.9	-3.7	-1.6	3.6	5.9	-1.1	-0.5	-2.2
> CC(NC(=O)c1cc2cc(Cl)ccc2oc1=N)c1ccccc1 (configuration not stated)
    7.4	-54.9	4.2	8.1	12.2	-5.8	-3.2	3.8
> O=C(NC1CCCC1)c1cc(-c2ccccc2Cl)on1
    -40.5	-3.2	21.8	4.4	12.0	7.5	-1.9	-5.0
> Cc1ccc(C(C)C)c(OCC(=O)Nc2ccc3c(c2)nc(CCN2CCCCC2)n3C)c1
    -5.0	8.1	2.5	6.0	-6.1	22.1	2.1	8.4
> CC(O)CCc1ccc(O)cc1 (configuration not stated)
    -1.4	-6.6	4.1	-4.2	14.7	4.5	0.0	-0.1
> NC(=O)CC(NC(=O)c1ccc(Br)cc1)c1ccc(N2CCC(Br)CC2)c([N+](=O)[O-])c1 (configuration not stated)
    27.7	8.0	-14.3	-6.2	12.3	0.2	9.1	-3.0
> COc1ccc(-c2nc(Cn3c(SCc4ccc(C)cc4)nc4ccncc43)c(C)o2)cc1OC
    -28.8	16.5	-20.8	16.4	19.5	24.6	13.6	0.7
> Cn1nnnc1SCCNCc1ccccc1F
    -1.0	-3.7	4.5	-0.5	-9.2	-6.9	4.3	-2.7
> S=C(NCCN1CCOCC1)Nc1ccccc1Cl
    -13.9	9.8	1.2	-6.1	-4.9	3.4	-4.2	-2.2
> COc1cccc(NC(=O)c2nn(C)c(C(=O)Nc3cccc(OC)c3)c2[N+](=O)[O-])c1
    -4.5	8.5	-5.4	6.5	17.1	-1.7	2.0	-1.6
> Cc1ccc(-c2nnc(Nc3ccccc3)c3ccccc23)cc1S(=O)(=O)NCC1CCCO1 (configuration not stated)
    5.0	2.1	-3.9	17.2	17.6	7.7	3.2	-1.1
> Cc1ccc(-c2ccc(C(=O)O)o2)cc1Cl
    2.5	-7.2	-2.0	-2.6	1.6	7.9	-11.6	3.4
> O=C(O)Cc1cccc(=O)c(O)c1C(=O)O
    -7.6	·	2.3	1.6	0.2	·	3.9	·
> COC(=O)C(CC(C)C)NC(=O)CSc1nc(-c2ccccc2)c(C#N)c(=O)[nH]1 (configuration not stated)
    7.0	-1.0	-3.4	-12.8	7.2	-12.9	4.7	-1.7
> C/C(CC(=O)Nc1ccccc1-c1ccccc1)=N\NC(=O)COc1ccc(C)cc1Br
    1.8	-32.1	72.2*	25.1	-13.0	-6.9	6.3	-1.4

# Single values from above:
# Reading for `Cc1ccc(C(C)C)c(OCC(=O)Nc2ccc3c(c2)nc(CCN2CCCCC2)n3C)c1` under Gli-Sufu block: -5.0
# Reading for `CC(NC(=O)c1cc2cc(Cl)ccc2oc1=N)c1ccccc1` (configuration not stated) under APJ antag: -54.9
# Reading for `Cn1nnnc1SCCNCc1ccccc1F` under UBC13 polyUb: -6.9

# Next records follow:
# Value order – Gli-Sufu block	APJ antag	ATG4B inhibitor	EBI2 block	CCR6 antag	UBC13 polyUb	CXCR6 inh	APJ ag
> COc1ccc(OC)c(NC(=O)CC2Oc3ccccc3NC2=O)c1 (configuration not stated)
    -5.1	-3.8	-6.5	1.2	9.5	-1.8	-3.7	-3.3
> COc1cc(/C=N/Nc2cc(C)nc(NS(=O)(=O)c3ccc(C)cc3)n2)ccc1O
    15.0	·	-12.8	-21.0	5.0	·	-1.9	·
> C[C@H](O)Cc1cn(-c2cc3cc(C#Cc4ccsc4)ccc3oc2=O)nn1
    -5.2	22.2	-13.2	13.0	5.7	3.0	2.3	-2.1
> COc1ccc(NC(=O)CCC(=O)N/N=C/c2cn(C)nc2C)cc1
    -11.0	-11.1	1.4	-0.7	0.7	-2.5	3.5	-2.3
> Cc1cc(C(=O)NC2CCCc3ccccc32)ccc1[N+](=O)[O-] (configuration not stated)
    1.6	19.5	2.9	13.6	14.5	-2.2	5.0	-3.9
> CCOCc1c(C(=O)OCC(=O)Nc2ccccc2C(N)=O)oc2ccccc12
    -17.7	0.0	7.5	-2.7	5.4	9.0	-0.2	-4.2
> CC(C)C(=O)NNc1ccccc1
    1.5	-6.9	4.8	-7.3	-0.3	5.7	-3.8	-3.4
> CCOC(=O)C1CN(S(=O)(=O)c2ccc(OC)cc2)c2ccccc2O1 (configuration not stated)
    25.1	-3.8	6.8	-3.1	15.5	-5.1	2.8	-2.4
> O=C(COc1ccccc1F)NC1CCN(Cc2ccccc2)CC1
    1.6	-7.5	-14.0	-10.4	7.9	-15.1	-2.0	-1.7
> CCc1cc(=O)oc2c(C)c(OCC(=O)N3CCC(C(=O)O)CC3)ccc12
    -8.6	-7.9	7.9	2.8	2.2	7.8	-4.4	-2.2
> O=C(NCc1cccnc1)C12CC3CC(CC(C3)C1)C2
    10.4	14.4	2.7	8.1	7.2	2.9	-24.8	-1.9
> Cc1ccc(C(=O)CCC(=O)N2CCN(c3ccc(F)cc3)CC2)cc1
    -0.2	8.2	4.0	-2.6	6.5	-4.8	0.5	-1.0
> Cc1cc(C(=O)CSc2nncs2)c(C)n1-c1c(C)n(C)n(-c2ccccc2)c1=O
    -5.0	-24.1	-15.0	-1.8	9.8	-7.5	1.1	-1.0
> O=c1cc[nH]c2ccc(Cl)cc12
    0.0	-17.8	1.2	-6.2	1.4	2.4	-19.5	2.0
> COCCCNC(=O)CC1C(=O)N(Cc2ccccc2)C(C)c2nc3ccccc3n21 (configuration not stated)
    5.1	-7.0	-12.4	-4.2	14.1	0.8	3.7	-3.8
> CC(C)(C)n1nc2c(c1NC(=O)c1ccccc1S(=O)(=O)C(F)F)CS(=O)(=O)C2
    -34.3	21.6	0.5	-5.0	-3.5	-4.3	-7.7	-2.0
> O=C(NCc1ccccc1)C1CCN(S(=O)(=O)c2ccc(N3CCCC3=O)cc2)CC1
    -15.2	2.6	6.9	-7.8	15.2	-11.2	-1.8	-1.7
> CCN1CCN(C(=O)CN(c2ccc(F)c(Cl)c2)S(C)(=O)=O)CC1
    5.7	5.1	0.8	-1.7	5.4	4.7	6.2	-2.6
> Cc1cccc(C(=O)NC2CCN(C(=S)NCc3ccco3)CC2)c1
    28.4	15.4	-17.5	-17.9	-7.6	-0.2	-2.5	-1.1
> Cc1ccc(/C=N/Nc2ccc3c(C(F)(F)F)cc(C(F)(F)F)nc3n2)cc1
    -0.2	14.9	1.0	54.7*	10.3	-8.7	9.6	-2.1
> O=C(Nc1ccccc1)OCC(CN1CCCCC1)OC(=O)Nc1ccccc1 (configuration not stated)
    0.7	0.8	-3.9	-7.8	17.0	22.5	1.1	-2.4
> COC(=O)CCCNC(=O)c1ccc2[nH]c(C)c(C)c2c1
    23.3	21.2	2.5	-1.5	2.2	-4.2	-3.7	-1.6
> O=C(O)c1ccc(-c2nc3ccccc3s2)o1
    -24.5	-13.1	-2.2	4.6	-1.6	2.3	-12.5	-2.8
> CN(C(=O)CO/N=C/c1ccc(Cl)cc1)c1ccccc1
    -4.2	13.0	0.5	16.0	12.6	-15.2	1.5	-4.9
> CC(=O)N1CCCc2cc(S(=O)(=O)N3CCC(C)CC3)ccc21
    9.0	-10.6	-7.0	-10.8	-1.8	6.2	-6.2	-4.5
> O=C(COc1ccccc1Cl)N1CCN(c2ncccn2)CC1
    -5.6	-16.6	3.8	17.2	-5.4	-1.5	-1.1	0.8
> COc1ccc(/C=C/C(=O)OCC(=O)Nc2ccc3[nH]c(=O)[nH]c3c2)cc1OC
    -6.7	3.4	-0.3	0.1	13.4	-3.2	-1.6	-5.0
> COc1c(C(=O)N2CCCC2)ccc2ccccc12
    -0.1	1.8	-7.1	-5.6	9.8	1.5	3.9	0.4
> COC(=O)CN1C(=O)C2(C(C#N)=C(N)Oc3cc(C)oc(=O)c32)c2ccccc21 (configuration not stated)
    2.6	17.0	-8.3	-7.0	-0.4	-6.1	-5.4	1.3
> CCOc1cc(C)nc(N2CCC(C(=O)NC3CC3)CC2)n1
    2.0	·	1.3	-1.9	-0.1	·	11.7	·
> COc1ccc(C2/C=C\CN(C(=O)c3ccc(C)cc3)CC(=O)N2Cc2ccc(F)cc2)cc1 (configuration not stated)
    6.5	17.9	-6.0	4.2	10.3	13.3	7.4	-6.4
> Cc1ccc(C)c(C(=O)Nc2ccncc2)c1
    18.9	7.2	-4.3	-5.6	12.8	-5.5	-15.9	2.2
> O=C(Cn1cnc2scc(-c3cccc([N+](=O)[O-])c3)c2c1=O)NCc1ccco1
    18.2	8.2	2.3	-4.9	21.7	-12.3	10.6	-0.6
> O=C(CN1CCN(S(=O)(=O)c2cc(Cl)ccc2Cl)CC1)Nc1ccc2c(c1)OCCO2
    -4.2	5.3	-2.7	10.2	4.1	7.0	12.5	2.5
> Cc1ccc(-c2noc(CSc3nc(N)cc(N)n3)n2)cc1
    -86.8	0.1	-5.2	-1.9	4.1	-3.6	-9.7	0.2
> Cc1cc2cc(CNC(=S)Nc3ccc(OC(F)F)cc3)ccc2n1C
    -2.3	13.6	-9.6	2.5	20.7	6.2	3.3	-3.8
> O=C(CN1c2ccccc2Sc2ccccc21)NNC(=O)Nc1cccc(Cl)c1
    1.9	-41.6	24.6	-6.1	-26.6	-15.1	-3.4	4.2
> COCCNC(=O)c1sc2ncn(CC(=O)N3CCCCC3)c(=O)c2c1C
    -0.7	-1.3	-5.4	0.7	-11.2	-5.4	0.0	-2.8
> C=CCc1c(C)[nH]c2ccc(C)cc2c1=O
    -22.6	3.6	-2.5	-6.5	-2.4	4.7	-0.8	0.4
> O=C(Cc1ccccc1)NNC(=O)C1CC=CCC1 (configuration not stated)
    15.4	-0.7	-5.9	-5.5	7.8	-2.2	7.9	-3.3
> COc1cccc(N2CC(NS(=O)(=O)c3cccs3)CC2=O)c1 (configuration not stated)
    0.5	-3.5	-6.5	-20.8	-0.7	-2.8	-27.4	-1.9
> CCn1cc(CN2CCC(n3nccc3NC(=O)c3ccccc3C)CC2)cn1
    0.6	-12.8	5.8	-3.4	7.2	6.2	-1.3	-4.9
> CCn1c(COc2cccc(OC)c2)nnc1SCC(=O)Nc1cc(OC)ccc1OC
    0.3	8.6	-11.4	1.3	8.0	-2.0	9.3	-1.6
> O=C(O)/C(=C\c1ccccc1)c1ccc2ccccc2c1
    -2.6	-0.4	-10.1	5.5	-0.6	-8.6	-13.9	3.2
> CC1CN(C2CCN(C(=O)c3cccc(Cl)c3)CC2)CC(C)O1 (configuration not stated)
    -10.1	16.1	-1.2	-7.1	-11.1	-1.7	5.2	3.3

# One compound at a time, from the list above. Values in the order: Gli-Sufu block	APJ antag	ATG4B inhibitor	EBI2 block	CCR6 antag	UBC13 polyUb	CXCR6 inh	APJ ag
# CCn1c(COc2cccc(OC)c2)nnc1SCC(=O)Nc1cc(OC)ccc1OC as listed: 0.3	8.6	-11.4	1.3	8.0	-2.0	9.3	-1.6
# O=C(O)/C(=C\c1ccccc1)c1ccc2ccccc2c1 as listed: -2.6	-0.4	-10.1	5.5	-0.6	-8.6	-13.9	3.2
# CCn1cc(CN2CCC(n3nccc3NC(=O)c3ccccc3C)CC2)cn1 as listed: 0.6	-12.8	5.8	-3.4	7.2	6.2	-1.3	-4.9
